# Screening data deposited in PubChem by The Scripps Research Institute Molecular Screening Center.
# TDP2 inh: TDP2 (human) inhibition, absorbance primary screen; recombinant TDP2, T5PNP hydrolysis, p-nitrophenol absorbance 415 nm; AID 720702; hit rate 0.34% among 370,000; inhibition, % at 12.8 µM;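 active = inhibition above the mean of all tested compounds plus 3 SD, set per campaign, cut at about 25% in these data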;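 note: 0% = DMSO with enzyme and 100% = buffer with substrate but no TDP2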
# Target sequence (O95551 whole entry, looked up): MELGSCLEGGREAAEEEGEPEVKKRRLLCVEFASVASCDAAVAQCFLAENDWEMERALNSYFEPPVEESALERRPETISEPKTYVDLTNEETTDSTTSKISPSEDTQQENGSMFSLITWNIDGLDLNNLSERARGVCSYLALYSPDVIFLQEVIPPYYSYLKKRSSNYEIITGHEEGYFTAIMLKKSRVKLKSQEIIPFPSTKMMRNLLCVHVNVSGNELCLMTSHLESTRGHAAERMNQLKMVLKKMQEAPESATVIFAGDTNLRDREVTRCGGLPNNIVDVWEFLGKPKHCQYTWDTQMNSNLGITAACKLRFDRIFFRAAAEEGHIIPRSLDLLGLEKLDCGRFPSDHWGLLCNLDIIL
#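 Test system: human TDP2 enzyme; Input: 120 nM TDP2 per well; Buffer or medium: Mg2+-containing Tris-HCl buffer, pH 7.5; Reagent: 5 mM T5PNP; Dosing: 12.8 µM single point, 1% DMSO; Incubation: reaction 2 h, 37 °C; Detection: p-Nitrophenol epi absorbance; Read-out: % inhibition relative to enzyme-containing and enzyme-free wells; Replicates: single well per compound.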
# TCR-CD3 inh: blocks the human TCR-CD3 interaction. hit rate 0.37% among 360,000. TAMRA-labeled TCR probe fluorescence, biochemical. inhibition, % at 9.4 µM. AID 651800; in the data active = inhibition above about 19%;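 note: recombinant mutant TCR 2C K166C tagged with TAMRA read by polarization; 0% = receptor in buffer alone and 100% = receptor with positive control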
# UHRF1 MBD2 ctr: human UHRF1 methylated DNA binding inhibitors; Q96T88; UHRF1 binding to methylated oligo, TR-FRET; inhibition, % at 4.4 µM; hit rate 0.75% among 370,000; AID 687016; in the data active = inhibition above about 21%;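 note: UHRF1 SRA domain binding a hemimethylated CpG hairpin DNA probe; 0% = median of test compound wells and 100% = reference inhibitor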
# LEDGF integ inh: blocks HIV-1 LEDGF/p75-dependent DNA integration; TR-FRET IN-LEDGF/p75 DNA integration, Eu/Cy5; inhibition, % at 3.7 µM; hit rate 0.64% among 370,000; AID 743269;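 active = inhibition above the screen-wide mean plus 3 SD, cut at about 13% in these data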;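 note: signal is the Cy5 over europium emission ratio at 671 and 618 nm; 0% = plate median of compound wells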
# SIAE primary: inhibitors of human sialic acid acetylesterase SIAE | SIAE FP-Rh probe binding, fluorescence polarization | Q9HAT2 | inhibition, % at 9.66 µM | hit rate 0.69% among 370,000 | AID 1053197;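 active = inhibition above a cutoff: mean of compounds within the control limits plus 3 SD of those, cut at about 17% in these data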;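 note: 0% = plate median of compound wells and 100% = probe without SIAE protein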
# mABHD4 FP: ABHD4 (mouse) inhibition, primary FP screen. hit rate 0.54% among 370,000. purified mABHD4, FP-Rh probe fluorescence polarization. Q8VD66. inhibition, % at 8.92 µM;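 active = inhibition exceeding the mean over every tested compound plus 3 SD, cut at about 30% in these data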;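 note: 0% = plate median of compound wells and 100% = S159A mutant with DMSO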
#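 Test system: mABHD4 protein | Buffer or medium: HEPES pH 7.0 buffer, 150 mM NaCl, 0.01% Pluronic F-127 | Probe or stimulus: FP-Rh fluorescent activity-based probe, added after compound pre-incubation | Timing: Pre-incubation 45 min, probe exposure 60 min, at 25 °C | Technique: Fluorescence polarization, excitation 525 nm, emission 598 nm, BODIPY TMR filters | Repeats: Single well per compound (singlicate)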
# PRMT1 inh: inhibitors of human PRMT1 | Q99873 | recombinant PRMT1, activity-based probe fluorescence polarization | inhibition, % at 2.79 µM | hit rate 1.3% among 370,000 | AID 652257;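 active = inhibition above about 21% made by adding two undisclosed values, limit read from the data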
# Target sequence (Q99873 whole entry, looked up): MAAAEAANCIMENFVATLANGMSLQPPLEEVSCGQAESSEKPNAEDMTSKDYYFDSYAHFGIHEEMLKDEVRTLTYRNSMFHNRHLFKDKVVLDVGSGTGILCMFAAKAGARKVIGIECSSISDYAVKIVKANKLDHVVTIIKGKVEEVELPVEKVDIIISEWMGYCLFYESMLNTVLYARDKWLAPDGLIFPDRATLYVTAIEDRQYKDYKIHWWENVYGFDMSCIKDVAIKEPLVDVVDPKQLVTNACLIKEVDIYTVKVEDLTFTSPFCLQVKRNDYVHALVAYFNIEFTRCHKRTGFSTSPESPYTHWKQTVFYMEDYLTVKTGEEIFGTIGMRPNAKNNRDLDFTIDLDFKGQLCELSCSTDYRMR
# HTRA1 inhibitor: inhibitors of human serine peptidase HTRA1. hit rate 0.5% among 340,000. recombinant HTRA1, FP-rhodamine activity-based probe, fluorescence polarization. inhibition, % at 5.96 µM. AID 504803; in the data active = inhibition above about 36%;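 note: 0% = enzyme with DMSO and 100% = wells lacking enzyme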
# Tn7 DDE FP: DD(E)-Tn7 binding inhibition, primary FP screen; FP displacement of FITC-Tn7 peptide from fibrin DD(E); 0% = median of compound wells per plate; inhibition, % at 8.3 µM; hit rate 0.13% among 370,000; AID 720508;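 active = inhibition above the mean of compounds falling within the control limits plus 3 SD of them, cut at about 14% in these data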;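 note: 0% = plate median of compound wells and 100% = 10 µM Aha-Tn7 peptide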
#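 Assay system: Human clot-derived fibrin DD(E) complex | Buffer or medium: Tris/NaCl/CaCl2 buffer, pH 7.8 | Repeats: One replicate per compound | Benchmarks: Aha-Tn7 high control | Measure: % inhibition scaled between sample-field median and high-control FP | Schedule: 10 min plus 3 h, room temperature | Signal: Fluorescence polarization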
# PG9 binder: small molecules binding HIV-1 gp120 antibody PG9. TR-FRET gp120-PG9 antibody binding. inhibition, % at 6.7 µM. hit rate 0.43% among 360,000. AID 624416; in the data active = inhibition above about 8.5%
# Numbers without * were called inactive.
SMILES,TDP2 inh,TCR-CD3 inh,UHRF1 MBD2 ctr,LEDGF integ inh,SIAE primary,mABHD4 FP,PRMT1 inh,HTRA1 inhibitor,Tn7 DDE FP,PG9 binder
COc1ccc(NC(=O)[C@@H](NC(=O)N2C[C@H]3C[C@@H](C2)c2cccc(=O)n2C3)C(C)C)cc1OC,3,6,-1,3,12,7,-1,-3,0,0.3
O=[N+]([O-])c1ccc2c(c1)C(N1CCOCC1)/C(=C/COc1ccc3ccccc3c1Br)O2 (centres undefined),-1,0,7,-1,-1,-8,0,-6,2,0.1
CSc1cc(-c2ccc(Cl)cc2)c(C(=O)N2CCCC2)s1,7,-1,-1,0,2,-8,-3,-24,3,0.1
CCOC(=O)c1c(C)n(OC)c2ccc3c(no[n+]3[O-])c12,-7,-3,0,1,-2,-3,-2,-3,5,-2.6
Cc1ccc(C)c(Cn2nnc3c(=O)[nH]c(C4CCN(S(=O)(=O)c5ccc(S(=O)(=O)N(C)C)cc5)CC4)nc32)c1,5,2,-1,-4,-13,3,3,-3,-2,1.2
CCN(CCCCCCN)c1ccc2c(=O)[nH][nH]c(=O)c2c1,4,8,-5,-2,-2,3,-6,-2,1,0.8
COc1ccc(CSCC(=O)NN=C2CCN(C)CC2)cc1,-6,7,0,0,1,-2,2,-7,-9,-1.1
Cc1cc(Cl)c(S(=O)(=O)N2CCN(c3ccccc3)CC2)cc1OCC(N)=O,1,6,5,0,3,1,-5,0,5,0.3
O=C(NCCCN1CCCCC1)c1ccc2c(c1)ncn2C1CCCC1,-9,-2,4,-6,4,3,1,4,-3,-1.6
O=C(O)C(=O)/C(=C\c1ccc([N+](=O)[O-])cc1)c1ccc2ccccc2n1,-16,3,0,1,2,6,-4,-7,-3,-5.4
CCCCCCCCNS(=O)(=O)CCNCc1ccccc1,0,-5,23*,-3,3,2,2,-12,-1,0.2
Cc1nn(CC(=O)Nc2ccc(Cl)c(S(=O)(=O)N(C)C)c2)c(C)c1[N+](=O)[O-],6,1,1,-1,-3,10,6,-2,0,0.0
Nc1ncnc2c1cnn2-c1ccccc1,5,3,-5,-1,-2,-1,-2,2,9,0.3
COc1ccc(-c2nc(CS(=O)CC(=O)NCc3ccc4c(c3)OCO4)c(C)o2)cc1OC (centres undefined),-16,2,2,0,10,-3,-1,2,4,-1.6
COc1ccc2oc(C(=O)OCC(=O)N3CC(C)OC(C)C3)c(C)c2c1 (centres undefined),-2,8,0,4,0,9,1,-8,1,-1.9
CCCCN(CC)CCNC(=O)c1nn(-c2ccc(OC)cc2)c(=O)c2c1c1ccccc1n2C,-5,3,1,-2,0,1,-3,-4,3,0.0
O=C1C(Cl)=C(N2CCOCC2)C(=O)N1c1ccccc1F,0,1,3,-1,-3,8,40*,-6,-2,2.8
COc1ccc(-c2[nH]c(-c3ccccc3)nc2SCC(=O)Nc2nccs2)cc1,-1,-3,0,0,8,9,3,-4,8,-0.1
COc1ccc2c(C)cc(SCC(=O)Nc3cc(C(N)=O)cc(C(N)=O)c3)nc2c1,-1,-1,-3,2,-113,-20,4,-27,3,1.9
COc1ccc(CC(=O)N/N=C(\C)CC(=O)Nc2ccc(N(C)C)cc2)cc1OC,0,-1,-11,-4,5,9,6,6,1,-6.0
Cn1nc(C(=O)NCCCN2CCCCC2)c2c1-c1ccccc1SC2,-3,6,-1,-3,-11,1,-1,8,2,-2.0
Cc1cc([N+](=O)[O-])nn1Cn1nc([N+](=O)[O-])cc1C,11,10,1,-2,1,-3,1,-12,-3,-0.6
O=c1c(-n2cncn2)c[nH]n1-c1cccc(Cl)n1,-2,-2,0,-7,4,-5,8,4,-5,-3.6
COc1ccc(CCN(C)C2CCCN(S(C)(=O)=O)C2)cc1OC (centres undefined),-7,-1,5,2,3,-2,-5,5,-3,-1.1
CC(C)c1ccccc1OCC(=O)Nc1ccccc1C(=O)N1CCOCC1,-2,4,0,2,8,-2,-1,9,-5,-3.8
CCn1c(SCc2cc(=O)[nH]c3ccccc23)nc2c1c(=O)n(C)c(=O)n2C,3,-6,-3,0,1,6,0,5,3,3.4
Cc1[nH]nc2c1C(c1cccc(O)c1)C1=C(CC(C)(C)CC1=O)N2 (centres undefined),-2,4,1,2,1,1,2,3,-2,-0.1
O=C(Nc1ccc(S(=O)(=O)N2CCCCC2)cc1)C1CCCN(C(=O)c2ccc(Cl)cc2)C1 (centres undefined),-3,2,1,0,-14,-2,-3,2,2,-0.2
CN=C1N(C)C[C@@H]2[C@@H]3C(=O)N(C)C(=O)[C@@H]3[C@](C)(C(=O)OC)N12,2,2,-2,2,0,2,-1,6,10,-0.9
c1ccc2c(CN3CCOCC3)c3ccccc3c(CN3CCOCC3)c2c1,3,4,-6,0,-3,-16,4,-12,0,-2.8
Cc1ccc(NC(=O)c2ncn(CC(=O)NCc3ccc4[nH]ccc4c3)n2)cc1C,-8,3,-1,-6,4,-2,0,-4,5,-1.1
C=CC[C@@H](CC(=O)N[C@H](CO)Cc1ccccc1)C(=O)N[C@@H](COC(=O)[C@@H](CC=C)CC(=O)OC(C)(C)C)Cc1ccccc1,3,2,-1,-1,3,-11,-4,-25,8,-0.6
CCN(C(=O)COC(=O)c1cc2c(s1)CCC(C)C2)c1c(N)n(Cc2ccccc2)c(=O)[nH]c1=O (centres undefined),3,-8,-1,-1,1,-6,1,-6,2,1.9
CCN1C(=NCC(C)C)N[C@@H](c2cccc(C(F)(F)F)c2)C(C(=O)OC)=C1C,-18,-9,4,1,-1,-6,5,1,-1,0.4
O=C(CN1CCOCC1)NCCNC(=O)CN1CCOCC1,-2,-6,-1,2,12,3,0,2,3,0.6
O=C(CCCCCn1c(=S)[nH]c2ccc(N3CCOCC3)cc2c1=O)NCc1cccc(Cl)c1,8,4,1,2,4,7,5,1,-9,-0.8
c1ccc(OCCN2CCNCC2)cc1,-5,1,1,1,-5,0,-1,7,-6,-3.3
CC(C)(C)c1ccc(OCC(=O)N/N=C/c2ccc(N3CCOCC3)cc2)cc1,-5,0,1,5,6,11,0,-17,2,0.2
CCc1ccc(-c2cc(C)no2)cc1S(=O)(=O)N1CCN(C(=O)c2ccco2)CC1,6,5,-1,-1,-3,6,1,-11,8,-0.1
COc1cc(C(=O)Nc2ccc3c(c2)OCCO3)ccc1-n1cnnn1,10,5,4,0,-2,-1,3,2,0,1.6
Cc1cc(C(=O)Cn2cc(C(F)(F)F)ccc2=O)c(C)n1-c1ccccc1,8,4,3,-3,1,6,-1,2,0,-2.2
CCCCC(=O)NC(c1ccc(C(C)C)cc1)c1ccc2cccnc2c1O (centres undefined),-6,-2,-3,-1,9,13,-2,56*,3,0.0
COc1ccc(CNCc2ccc(C)cc2)c(OC)c1,2,-1,15,1,4,7,2,0,4,-3.0
O=C(O)CC1NC(=O)N(c2ccc(Cl)cc2)C1=O (centres undefined),6,-2,2,3,3,0,5,3,0,1.6
CCCNC(=O)C1CN(S(=O)(=O)c2ccc(Cl)s2)c2ccccc2O1 (centres undefined),-20,1,-2,-1,-3,-2,-4,-1,-5,0.1
CN1C(=O)C(O)(C2OC(C)(C)CCC2=O)c2ccccc21 (centres undefined),3,1,-4,-3,-5,5,-1,0,1,-1.6
COc1ccc(-c2cc(C(=O)N3CCN(c4ncccn4)CC3)c3ccccc3n2)cc1,-12,-1,-1,-2,-7,-3,1,-7,8,2.2
CN(CC(=O)NNC(=O)CCNS(=O)(=O)c1ccccc1)S(=O)(=O)c1ccc(Cl)cc1,-5,12,1,5,-1,1,-3,-1,4,0.1
Cc1cccn2c(=O)c(/C=C(\C#N)S(=O)(=O)c3ccccc3)c(N3CCN(C)CC3)nc12,6,1,-3,8,1,-1,5,-6,-2,0.4
COCCCNC(=O)C(=O)Nc1cc2c3c(c1)CCC(=O)N3CCC2,-16,1,-2,-3,6,0,1,4,-3,-1.9
O=C(Nc1cccnc1)c1ccc(S(=O)(=O)c2ccc(Cl)cc2)cc1,-11,4,-2,-2,-2,-13,-1,-10,4,1.1
O=C(Nc1ccc(Br)cc1)c1ccc(CSC2=NCCS2)cc1,-12,-9,6,0,-6,-17,-1,-4,-1,2.3

# No enrichment for hits (roughly 4.2% active in at least one column).
